Glioma ERSR ind – induces the endoplasmic reticulum stress response in human glioma cells | Potency, µM, without a hit: top-dose activation, usual class: activators | actives 0.02% (n = 420,000) | U87-MG GRP78 promoter luciferase reporter, 16 h; further: potency means the concentration at half of the fitted maximal effect; series mostly up to about 76 µM; % of control where 0% means no effect; nearly all actives have a fitted effect of over 35% in size
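Stably transfected U87-MG glioma cells carrying a GRP78-based luciferase sensor; 16 h compound incubation. Luminescence end-point read 10 min after Bright-Glo addition at room temperature.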
Vif-APOBEC3F blk – inhibitors of Vif-A3F interaction; AID 602313; Potency, µM (highest dose often 46.1 µM), for the others: top-dose activity, negative = active; HeLa A3F-eYFP + Vif (tagged APOBEC3F with the HIV-1 protein that degrades it), YFP fluorescence increase; actives 0.2% (n = 390,000); further: potency means the concentration at half of the fitted maximal effect; % of control where 0% means no effect; nearly all actives have a fitted effect of over 65% in size
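Fluorescence increase (Ex 488/Em 500-530) after overnight compound treatment at 37 deg C flags inhibition of Vif-driven A3F-eYFP loss in stable HeLa A3F-eYFP/Vif cells seeded overnight beforehand.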
Vif-A3G inh – inhibitors of Vif-APOBEC3G interaction; Q9HC16; HeLa A3G-eYFP + Vif (tagged APOBEC3G with the HIV-1 protein that degrades it), YFP fluorescence, overnight; Potency, µM (series often up to 46.1 µM), without a hit: top-dose activity, negative = active, hits mostly inhibitors; actives 0.076% (n = 410,000); AID 602310;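 further: potency means the concentration at half of the fitted maximal effect; on the % scale 0 is the no-effect control and ±100 the full control effect; nearly all actives have a fitted effect of over 60% in size; hits raise eYFP signal because A3G escapes Vif-driven loss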
Target sequence (Q9HC16 whole entry, looked up): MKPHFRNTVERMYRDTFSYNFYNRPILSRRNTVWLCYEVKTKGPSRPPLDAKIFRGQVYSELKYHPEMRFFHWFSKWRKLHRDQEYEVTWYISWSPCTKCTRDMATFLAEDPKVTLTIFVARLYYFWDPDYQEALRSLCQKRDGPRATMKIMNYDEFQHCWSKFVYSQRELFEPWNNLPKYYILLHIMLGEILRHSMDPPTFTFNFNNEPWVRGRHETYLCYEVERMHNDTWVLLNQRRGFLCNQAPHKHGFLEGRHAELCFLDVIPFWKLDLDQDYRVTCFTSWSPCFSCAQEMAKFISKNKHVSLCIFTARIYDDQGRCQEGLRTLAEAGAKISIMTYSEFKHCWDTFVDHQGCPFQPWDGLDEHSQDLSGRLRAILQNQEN
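Read-out is eYFP fluorescence (Ex 488/Em 500-530) from Vif-expressing HeLa A3G-eYFP cells; more signal means A3G escaped Vif-mediated degradation. Cells plated overnight, compound pinned in, incubated overnight at 37 deg C.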
IDH1 R132H inh – blocks human mutant IDH1 R132H enzyme. AID 602179. IDH1-R132H enzyme, NADPH consumption, diaphorase/resazurin fluorescence. actives 0.093% (n = 390,000). O75874. Potency, µM (series often up to 76.6 µM), for the others: top-dose activity change, negative = inhibition, hits mostly inhibitors; further: potency means the concentration at half of the fitted maximal effect; on the % scale 0 is the no-effect control and ±100 the full control effect; nearly all actives have a fitted effect of over 65% in size
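IDH1-R132H (0.5 ug/mL dispensed) in pH 7.5 Tris buffer was preincubated 30 min with compound, then given a substrate mix of 0.016 mM NADPH and 2 mM alpha-KG for 80 min at room temperature; remaining NADPH was read by diaphorase/resazurin fluorescence.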
USP1-UAF1 inh – blocks the human USP1/UAF1 deubiquitinase complex; O94782; recombinant USP1/UAF1, Ub-Rhodamine cleavage fluorescence; Potency, µM (titrated, usually from 57.1 µM), for the others: at the top dose activity change, negative = inhibition, hits mostly inhibitors; actives 0.23% (n = 390,000); AID 743255; further: potency means the concentration at half of the fitted maximal effect; on the % scale 0 is the no-effect control and ±100 the full control effect; nearly all actives have a fitted effect of over 60% in size; inactives centre near -12
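1 nM enzyme complex + cpd, 15 min RT; start with Ub-Rho 150nM final; kinetic fluorescence ex 480/em 540, 6 reads q60 s. Buffer 50mM HEPES pH 7.8, 0.5mM EDTA, 0.1 mg/ml BSA, 1mM TCEP, 0.01% Tween-20.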
PI4K2A block – PI4K2A (human) kinase inhibition. purified PI4K2A, ADP-Glo luminescence, 1 h; stronger effect = lower value. actives 0.13% (n = 420,000). activity change, negative = inhibition, % at 76.9 µM. Q9BTU6. AID 1346378; in the data active means activity change below about -50%; inconclusive means mostly about -30% to -49%;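 further: -100% = wells without enzyme as full effect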
Target sequence (Q9BTU6 whole entry, looked up): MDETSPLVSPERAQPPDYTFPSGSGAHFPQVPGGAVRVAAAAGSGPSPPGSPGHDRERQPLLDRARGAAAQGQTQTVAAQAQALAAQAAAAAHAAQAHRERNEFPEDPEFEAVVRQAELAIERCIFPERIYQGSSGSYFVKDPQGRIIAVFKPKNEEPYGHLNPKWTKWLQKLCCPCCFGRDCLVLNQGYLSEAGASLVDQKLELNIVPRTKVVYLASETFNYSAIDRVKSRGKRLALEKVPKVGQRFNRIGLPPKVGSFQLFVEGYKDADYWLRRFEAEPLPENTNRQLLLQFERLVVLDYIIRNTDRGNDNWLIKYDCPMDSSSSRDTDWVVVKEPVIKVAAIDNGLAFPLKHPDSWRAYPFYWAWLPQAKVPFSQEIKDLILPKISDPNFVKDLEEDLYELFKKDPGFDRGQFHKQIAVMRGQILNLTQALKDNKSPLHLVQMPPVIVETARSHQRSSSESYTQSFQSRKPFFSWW
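PI4K2A activity was measured by ADP-Glo luminescence: enzyme (4 ug/mL stock) and phosphatidylinositol (1.2 mM stock) in Tris pH 7.5/MgCl2/EGTA/Triton X-100 buffer were reacted with ATP (300 microM stock) for one hour at ambient temperature.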
TrxR1 substrate – rat thioredoxin reductase 1 substrate activity; purified TrxR1 substrate turnover, NADPH consumption readout; actives 0.01% (n = 390,000); Potency, µM (highest dose often 114 µM), for inactives: at the top dose activity change, negative = substrate turnover; O89049; further: potency means the concentration at half of the fitted maximal effect; on the % scale 0 is the no-effect control and ±100 the full control effect; nearly all actives have a fitted effect of over 50% in size
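Rat TrxR1, dispensed at 90 nM, was prereduced with 400 uM NADPH (final) for 5 min at ~22 deg C, then incubated with compound 15 min before 400 uM selenite. A first-read NADPH fluorescence drop versus no-compound background flagged substrates.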
LDHA inh – inhibitors of human lactate dehydrogenase A | P00338 | activity change, % (values are at about 110 or 230 µM) | purified LDHA, NADH/diaphorase-resazurin fluorescence; stronger effect = lower value | actives 0.15% (n = 480,000) | AID 1347041; in the data active means activity change below about -30%; inconclusive means mostly about -25% to -30%;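 further: plate controls were DMSO wells for no effect and wells without enzyme for full effect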
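Enzyme activity of human lactate dehydrogenase 5 (2 nM; 0.06 mM NADH, 0.2 mM pyruvate, 5 min, RT) is measured via a resazurin/diaphorase fluorescence readout of residual NADH.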
RXFP1 ag – agonists of human relaxin receptor RXFP1; HEK293T-RXFP1 cAMP TR-FRET, 30 min; response scale: percent of porcine relaxin response, buffer zero; Potency, µM (doses to about 57.5 µM), without a hit: at the highest dose activation, most hits filed as activators; actives 0.3% (n = 370,000); further: potency means the concentration at half of the fitted maximal effect; on the % scale 0 is the no-effect control and ±100 the full control effect; nearly all actives have a fitted effect of over 60% in size; many of its hits are not listed in these tables
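HEK293 cells stably expressing RXFP1, treated 30 min at 37C with compounds plus PDE4 inhibitor Ro 20174; cAMP measured by HTRF TR-FRET. Normalized to buffer and 29 nM porcine relaxin; EC50 by Hill fit.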
* = called active by the depositor; ? = inconclusive; · = no result given; [ ] = another dose, or the depositor's remark. Unless noted, the call rests on the fitted dose curve; in most records, active means well fitted curve in the direction sought with a large enough effect; inconclusive means small, poorly fitted or top-dose-only effect, or another doubt; inactive means no such curve, though single readings can be large; an effect the other way counts as inactive or inconclusive.

SMILES | Glioma ERSR ind | Vif-APOBEC3F blk | Vif-A3G inh | IDH1 R132H inh | USP1-UAF1 inh | PI4K2A block | TrxR1 substrate | LDHA inh | RXFP1 ag
N#CCSc1nnc(-c2ccc(S(=O)(=O)N3CCOCC3)cc2)n1CC1CCCO1 (stereo not drawn) | -4% | -10% | 0% | 15% | -7% | -4 | 11% | 0 | 0.0%
CCN(Cc1nc2ccccc2c(=O)[nH]1)C(=O)C1CC(=O)N(c2cccc3ccccc23)C1 (stereo not drawn) | -2% | -2% | -5% | 20% | -8% | -1 | 4% | -1 | 1.6%
CC1(C)CC(=O)C(C=NCCc2ccc(S(N)(=O)=O)cc2)=C(O)C1 | -4% | -4% | -3% | -7% | -15% | -3 | 3% | -7 | 0.1%
Cc1nn(C)cc1C1C(C#N)=C(N)N(c2cccnc2)C2=C1C(=O)CCC2 (stereo not drawn) | -5% | -17% | 1% | 17% | -10% | -1 | 3%[57.1 µM] | -5 | 0.0%
CSc1ncc(Cl)c(C(=O)Nc2nnc(SC/C=C/c3ccccc3)s2)n1 | 4% | -9% | 1% | -3% | -12% | -3 | 5%[57.1 µM] | -9 | -0.7%
COc1ccccc1NC(=O)c1nc[nH]c1C(=O)Nc1ccccc1OC | -5% | -17% | -10% | -9% | -11% | 1 | 20%[57.1 µM] | -9 | 0.2%
Cc1ccc(Cn2c(=O)n(Cc3ccccc3)c(=O)c3oc4ccccc4c32)cc1 | -3% | -2% | 2% | 21% | 1% | 2 | -4% | -7 | -2.4%
CC(C)Cn1c(=O)c2sccc2n2c(CCCC(=O)NCC(C)c3ccccc3)nnc12 (stereo not drawn) | -2% | -18% | 5% | -7% | 7% | -2 | 3% | -5 | 2.5%
CC(C)(C)n1nnnc1C(c1cccc(C(F)(F)F)c1)N1CCC(O)CC1 (stereo not drawn) | -5% | 2% | -14% | 16% | -19% | 5 | -6% | -2 | 0.7%
Cc1cc(NC(=O)CCC(=O)N(CCC(C)C)C(C(=O)NC2CCCC2)c2ccccc2C)no1 (stereo not drawn) | -5% | 1% | -1% | ? | -22% | -3 | 2% | -1 | -1.1%
Cc1cc(C)cc(NC(=S)N2C3CCCC2CC(NC(=O)C2CC2)C3)c1 (stereo not drawn) | -4% | 6% | 0% | 16% | -11% | -8 | 8%[57.1 µM] | -10 | -0.3%
COc1ccccc1-n1c(-c2ccc(F)cc2)coc1=O | -6% | -16% | 3% | 6% | -17% | 2 | 5% | 4 | 0.0%
CC(Oc1ccccc1F)C(=O)NC1CCS(=O)(=O)C1 (stereo not drawn) | 0% | -5% | 7% | -7% | -6% | -4 | 2% | -25 | 2.5%
CC(C)(C)OC(=O)C[C@@H]1C/C=C\C[C@H](CC(=O)N(CCO)Cc2ccccc2)C(=O)N[C@@H](c2ccccc2)COC1=O | 0% | 0% | -4% | 4% | -8% | 0 | 6%[57.1 µM] | 1 | ·
O=C(c1cc(S(=O)(=O)N2CCN(c3ccccc3)CC2)ccc1Cl)N1CCCCCCC1 | -2% | 0% | -5% | 15% | -14% | 10 | -15% | -8 | 0.3%
O=C1Cc2cc(S(=O)(=O)N3CCNCC3)ccc2N1 | -5% | 11% | 1% | 2% | -19% | -12 | -19% | 21 | ·
COc1ccc(S(=O)(=O)CCC(=O)N2CC(=O)N(CCc3ccccc3)C(=O)C2)cc1 | -3% | 0% | -3% | -1% | -20% | -5 | 1%[57.1 µM] | 4 | 0.5%
COC(=O)c1cn(C(=O)/C=C/c2ccc(OC)c(OC)c2)c2ccccc12 | -1% | -10% | -1% | 9% | -21% | 5 | 13% | -1 | 2.2%
COc1cc(C(=O)NC(CCSC)C(=O)OCC(=O)NC(=O)C2CCCCC2)cc(OC)c1OC (stereo not drawn) | -5% | -4% | -1% | -1% | -23% | 3 | 1% | -5 | 2.2%
CCc1cccc(C)c1NC(=S)NCc1ccc2c(c1)cc(C)n2C | -2% | -21% | 2% | 4% | -22% | -7 | 6%[57.1 µM] | 2 | -0.5%
CCCc1nc2c(s1)CCc1onc(-c3ccc(Br)cc3)c1-2 | -4% | -5% | -6% | -6% | -2% | 0 | -7% | 3 | ·
CCc1cccc(C)c1NC(=S)NCC1CCN(c2ccc(OC)cc2)C1 (stereo not drawn) | -2% | -19% | 0% | 11% | -11% | 0 | 7% | 16 | 4.2%
O=c1c2c(nc3nc(NCc4cccc(Cl)c4)[nH]n13)CCC2 | -2% | 0% | -2% | -8% | -21% | 1 | -5%[57.1 µM] | -3 | 1.6%
CCOc1cc(NS(=O)(=O)CC)c(OCC)cc1NC(=O)c1ccco1 | 1% | -3% | -8% | 22% | -17% | 4 | -7% | 14 | -0.8%

Quoted from the listing:
`COC(=O)c1cn(C(=O)/C=C/c2ccc(OC)c(OC)c2)c2ccccc12` in Glioma ERSR ind shows -1%
`CCCc1nc2c(s1)CCc1onc(-c3ccc(Br)cc3)c1-2` in LDHA inh shows 3
`O=C1Cc2cc(S(=O)(=O)N3CCNCC3)ccc2N1` in IDH1 R132H inh shows 2%

The listing continues:
SMILES | Glioma ERSR ind | Vif-APOBEC3F blk | Vif-A3G inh | IDH1 R132H inh | USP1-UAF1 inh | PI4K2A block | TrxR1 substrate | LDHA inh | RXFP1 ag
COc1cc(OC)cc(C(=O)N[C@H](C(=O)OCC(=O)Nc2cccnc2Cl)C(C)C)c1 | -2% | 6% | 3% | 6% | -6% | 0 | -2% | -6 | 0.7%
COc1ccc(Br)cc1/C=N/Nc1ccc(Cl)c(C(=O)O)c1 | -3% | -18% | 1% | -1% | -8% | 1 | 5%[57.1 µM] | -5 | -2.1%
Brc1ccc(CNc2nc3ccccc3n2CCN2CCCCC2)cc1 | -5% | 8% | 5% | 2% | -23% | 6 | 5% | 1 | 5.5%
COc1ccc(S(=O)(=O)n2cccc2)c(OC)c1 | -1% | 2% | 0% | 6% | -16% | 0 | 7%[57.1 µM] | -6 | 2.7%
CCS(=O)(=O)N1Cc2ccccc2CC1C(=O)Nc1nc2ccc(F)cc2s1 (stereo not drawn) | 4% | -1% | -7% | -1% | -19% | -3 | -1% | -15 | -1.1%
CC(C)(C)NC(=O)c1ccc2c(c1)N(CC(=O)N1CCCC1)C(=O)C(C)(C)O2 | -4% | 0% | -1% | -2% | -2% | -3 | 5% | -9 | -1.0%
CCN(C(=O)CN1C(=O)CN(C)C1=O)c1cccc2ccccc12 | -3% | 7% | 2% | 1% | -15% | 1 | 5% | -9 | ·
Cc1ccc(F)cc1C(=O)N1CCCC(C)(C(=O)NS(=O)(=O)C2CC2)C1 (stereo not drawn) | -3% | · | -4% | · | · | 1 | · | -5 | ·
CCOC(=O)/C(C#N)=C\c1ccc(CC)s1 | 4% | -8% | 0% | 2% | 0% | 7 | -10% | -4 | 0.4%
N=c1c2c3c(sc2ncn1N)CCCCC3 | -4% | -1% | 1% | 6% | -20% | 4 | -3% | 0 | 5.7%
CCCCN(C(=O)c1cc(S(=O)(=O)N2CCOCC2)ccc1F)c1c(N)n(CCCC)c(=O)[nH]c1=O | -2% | 1% | 2% | 0% | -15% | -4 | -1% | -2 | ·
Cc1cccc(NC(=O)c2ccccc2OCC(=O)c2ccc(F)cc2)c1 | -2% | -5% | 0% | 0% | -18% | -2 | -1% | -4 | 5.9%
COc1ccc(C(N)c2csc(Nc3ccc(C(=O)NCCCO)cn3)n2)cc1 (stereo not drawn) | -1% | · | -4% | · | · | 1 | · | -7 | ·
Cc1cc(C(=O)N/N=C/c2ccc(N(C)C)o2)cs1 | 5% | ? | 2% | -5% | ? | -2 | 2% | 5 | 0.6%
COc1ccc(NC(=O)c2onc(C)c2Cl)cc1OC | 7% | -3% | 0% | 18% | -25% | -5 | 1% | 3 | 0.1%
CCOP(=O)(OCC)C(C#N)=C1SCN(c2ccccc2)CS1 | -6% | 0% | -2% | 1% | -21% | -1 | 8%[57.1 µM] | -4 | ·
CC(C)Oc1ccc(/C=N/NC(=O)c2nnn(-c3nonc3N)c2CN(C)c2ccccc2)cc1 | -4% | -9% | 2% | 0% | -8% | 7 | -10% | -5 | -4.5%
COc1ccc(C2C(CC(=O)O)=C(O)C(=O)N2c2ccccc2)cc1 (stereo not drawn) | 3% | · | -2% | 1% | -11% | 0 | 3% | -1 | -3.0%
O=C(c1cc(-c2ccco2)on1)N1CCOCC1 | 6% | -14% | 0% | -1% | -1% | 3 | 4% | -2 | -2.8%
CN(C)CCCNc1ccc(-c2nn(C)c(=O)c3ccccc23)cc1[N+](=O)[O-] | -4% | 4% | 0% | 0% | -19% | 4 | 8%[57.1 µM] | -5 | 1.3%
Cc1ccc(NC(=O)CSc2nnc(-c3ccncc3)s2)cc1 | -5% | -4% | 0% | 9% | -6% | 3 | 9% | -2 | ?
O=C1CSC(c2cccnc2)N1c1ccc(F)cc1 (stereo not drawn) | 1% | -12% | -3% | -4% | -10% | 4 | 1% | -12 | 2.6%
Cc1ccnc(NC(=O)CNC(=O)c2ccccc2)c1 | -3% | 1% | -2% | 2% | -17% | 0 | 2%[57.1 µM] | -10 | 0.3%

An excerpt; rates above refer to the full screens.
